INS-1E GSIS act – primary screen for activators of insulin secretion dependent on glucose, INS-1E cells, GLuc reporter luminescence | activation, % at 16.6 µM | 370,000 tested, 0.61% active | INS-1E GLuc reporter insulin secretion, 2-3 h;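 active = lowest replicate activation of at least 40%, so every replicate reaches that level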;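 also: 0% = median of neutral control wells and 100% = median of IBMX positive control wells; some compounds called inactive have numbers as strong as hits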
PglD inh – PglD (C. jejuni) enzyme inhibition; 360,000 tested, 0.098% active; purified PglD enzyme, DTNB colorimetric CoA detection; inhibition, % at 12.5 µM; AID 602405; in the data active = inhibition above about 16%, passing the limit was not always enough; inconclusive = no clear call, values can overlap the other calls; also: strong numbers were not always called active
Cneo AK release – causes C. neoformans cell lysis; adenylate kinase release luminescence, 4 h; normalised: neutral wells 0, clomiphene wells 100; lysis activity, % at 15 µM; 360,000 tested, 0.2% active;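 active = mean lysis activity across replicates of at least 80%, whatever share of replicates individually reach that level; inactive = mean lysis activity below 80%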
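Test system: log-phase Cryptococcus neoformans yeast cells; Quantity: yeast cell density of 5 × 10^6 cells/mL; Buffer or medium: YPD; Doses: single compound concentration per well; Timing: 4 h at 37 °C static, read 1 h later; Measured by: AK luminescence; Read-out basis: lysis from increased AK signal; Control set: Clomiphene as positive control.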
PGC1a acetyl inh – PGC1a acetylation modulation, inhibitor mode; AID 651687; U2OS PGC1a acetylation, AlphaScreen anti-acetyl-lysine; with virally co-expressed GCN5 acetyltransferase; inhibition, % at 15.6 µM; 350,000 tested, 0.17% active;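 active = every replicate shows inhibition of at least 40%; inconclusive = mean inhibition at least 40% but some replicate below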;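 also: 0% = neutral control wells and 100% = positive control wells; some results beyond the cut were filed as inactive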
Statin myotox sup – suppressors of simvastatin-induced myotoxicity in C2C12 myotubes | ATP luminescence, 48 h; scaled: DMSO 0, geranylgeraniol control 100 | rescue of ATP level, % at 7.49 µM | 330,000 tested, 0.78% active | AID 602340;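 active = mean ATP rescue above about 67%, or every replicate alone reaching that limit, limit read from the data, passing the limit was not always enough; inconclusive = no clear call, values can overlap the other calls; inactive = mean under the limit and some replicate under it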;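 also: myotubes were challenged with 10 µM simvastatin during compound exposure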
miR122 inh – blocks miR-122 activity in Huh7 sensor cells; Huh7 miR-122 Renilla luciferase sensor, 48 h; neutral wells = 0, positive control = 100; activation (reporter increase), % at 12.5 µM; 340,000 tested, 0.3% active; AID 602342;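 active = mean replicate activation score at least 90 and every replicate individually at or above 90; inconclusive = only one of the two criteria met; inactive = neither criterion met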;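 also: higher luciferase means less miR-122 activity so hits act as miR-122 inhibitors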
F508del corr – correctors of CFTR F508del function in bronchial epithelial cells; CFBE cells, YFP halide quenching; stimulated with forskolin plus potentiator P3; % fluorescence drop versus neutral controls; activity (quench increase), % at 7.58 µM; 350,000 tested, 0.36% active; AID 720511;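 active = mean added fluorescence quench of at least 8% versus neutral control, with both replicates also reaching 8%; inconclusive = only one of the mean or replicate conditions met; inactive = mean below 8% and not both replicates reaching 8%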;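 also: cells transiently co-express mutant CFTR-F508del with the halide-sensitive YFP; corrector assay measuring rescue of mutant channel to the surface after 24 h compound exposure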
FN deposit inh – fibronectin deposition inhibition; 350,000 tested, 0.086% active; AID 743247; inhibition, % at 12.6 µM; AH1F fibroblasts, Alexa488-fibronectin deposition fluorescence, overnight;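 active = mean inhibition across replicates of 30% or more, regardless of how many single replicates reach that level; inconclusive = mean under 30% yet at least half of replicates reach 30%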;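 also: positive control wells lacked labelled fibronectin entirely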
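Measured by – fluorescence 485/525 nm · System – AH1F fibroblast monolayer, labelled fibronectin deposition · Amount – 10000 cells per well · Buffer or medium – serum-reduced DMEM (2% serum) · Doses – single dose, pinned · Also added – fluorescent fibronectin at 24 nM final · Schedule – 1 h cell attachment, overnight exposure to compound and label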
Active calls of the source: *; ? = inconclusive; . = no result given; [ ] = another dose, or the depositor's remark.

Sample of the layout, two compounds:
SMILES | INS-1E GSIS act | PglD inh | Cneo AK release | PGC1a acetyl inh | Statin myotox sup | miR122 inh | F508del corr | FN deposit inh
C[C@@H]1CCCCO[C@@H](CN(C)C)[C@H](C)CN([C@@H](C)CO)C(=O)c2cc(NS(=O)(=O)c3cn(C)cn3)ccc2O1 | 20 | 2 | 1 | -6 | . | 1[16.7 µM] | -0.8 | 6
C[C@@H]1CCCCO[C@@H](CN(C)S(=O)(=O)c2cccs2)[C@@H](C)CN([C@@H](C)CO)C(=O)c2cc(NS(=O)(=O)c3ccc(Cl)cc3)ccc2O1 | -37 | . | . | 9 | . | -3[16.7 µM] | -0.4 | 0

This part in full, previewed entries included:
SMILES | INS-1E GSIS act | PglD inh | Cneo AK release | PGC1a acetyl inh | Statin myotox sup | miR122 inh | F508del corr | FN deposit inh
C[C@@H]1CCCCO[C@@H](CN(C)C)[C@H](C)CN([C@@H](C)CO)C(=O)c2cc(NS(=O)(=O)c3cn(C)cn3)ccc2O1 | 20 | 2 | 1 | -6 | . | 1[16.7 µM] | -0.8 | 6
C[C@@H]1CCCCO[C@@H](CN(C)S(=O)(=O)c2cccs2)[C@@H](C)CN([C@@H](C)CO)C(=O)c2cc(NS(=O)(=O)c3ccc(Cl)cc3)ccc2O1 | -37 | . | . | 9 | . | -3[16.7 µM] | -0.4 | 0
CC(=O)Nc1ccc(S(=O)(=O)CCC#N)cc1 | 11 | 6 | 1 | 8 | -11 | 4 | . | -1
C[C@@H]1CN([C@@H](C)CO)C(=O)c2cccc(NC(=O)Nc3ccccc3)c2O[C@@H]1CN(C)S(=O)(=O)c1ccc(F)cc1 | -3 | 2 | -3 | -5 | 74* | -4[16.7 µM] | 1.6 | .
CC(Nc1ccc2c(c1)OCCO2)C(=O)N1CCc2ccccc21 (stereo unspecified) | 8 | . | . | -47 | . | . | 1.3 | 0
NS(=O)(=O)c1ccc(CCNC(=O)CSc2ccc(Cl)cc2Cl)cc1 | 26 | . | . | 10 | . | . | 5.0 | 6
COc1ccc(NC(=O)Nc2cccc3c2O[C@@H](CN(C)S(=O)(=O)c2ccc(F)cc2)[C@H](C)CN([C@H](C)CO)C3=O)cc1 | -8 | -1 | 48 | 4 | -7 | -7[16.7 µM] | 2.4 | .
Cc1noc(C)c1NC(=O)N(C)C[C@@H]1Oc2c(NC(=O)c3cnccn3)cccc2C(=O)N([C@@H](C)CO)C[C@H]1C | 12 | 1 | -4 | -6 | -3 | 9[16.7 µM] | 0.0 | 1
O=C(Nc1ccc(F)c(F)c1)c1cccnc1 | . | 7 | 0 | -7 | -3 | 2 | . | .
C[C@H](O)C#Cc1ccc2c(c1)O[C@H](CN(C)Cc1ccccn1)[C@H](C)CN([C@@H](C)CO)S2(=O)=O | 10 | -2 | -3 | 6 | -2 | 4[16.7 µM] | -1.3 | .
CCC(=O)NC(=S)Nc1ccc(NC(=O)CC)cc1 | 10 | -4 | 0 | 0 | . | -4 | . | 4
COC(=O)c1nc(NC(=O)c2ccc(C(C)(C)C)cc2)n[nH]1 | -6 | . | . | -3 | . | . | 1.1 | -34
O=C(COc1ccccc1)NCC1(N2CCCCC2)CCCCC1 | 5 | . | . | -4 | . | . | 0.2 | -14
Cc1ccc(NC2CCCN(C(=O)c3ccoc3)C2)cc1C (stereo unspecified) | 31 | -6 | -4 | 0 | -1 | . | 3.2 | 2
Cc1noc(C)c1S(=O)(=O)Nc1ccc2c(c1)C(=O)N([C@H](C)CO)C[C@@H](C)[C@H](CN(C)Cc1ccncc1)O2 | 17 | 6 | 4 | -2 | . | -1[16.7 µM] | 0.1 | .
COc1ccc(C(=O)COC(=O)CCn2nnc(-c3cccs3)n2)cc1 | . | 7 | 2 | . | 0 | 5 | . | .
CC(=O)NC(C(=O)N1CCC(c2nc3ccccc3s2)CC1)C(C)C (stereo unspecified) | 3 | -8 | 3 | . | -2 | 4 | 2.0 | -8
COc1cccc(S(=O)(=O)Nc2ccc3c(c2)OC[C@@H](C)N(Cc2ccccc2F)C[C@@H](C)[C@@H](OC)CN(C)C3=O)c1 | -11 | -1 | -2 | 4 | 45 | . | 1.8 | -1
CCOC(=O)C(=O)Nc1sc(C(=O)N2CCOCC2)c(C)c1C#N | 5 | . | . | -1 | . | . | -2.9 | -1
O=C(CCN1CCCCC1)NCC[C@H]1CC[C@@H](NC(=O)C2CCC2)[C@H](CO)O1 | 13 | 1 | 1 | 3 | -4 | 4[16.7 µM] | -2.1 | .
C/C=C(/C)C(=O)O[C@@H]1Cc2c(ccc3ccc(=O)oc23)OC1(C)C | -10 | -1 | 7 | -9 | 27 | -2 | -3.5 | -4
CN(Cc1cn(C)nc1-c1cccc(Cl)c1)CC1CCCCO1 (stereo unspecified) | 34 | . | . | 1 | . | . | -1.1 | -4
CO[C@@H]1CN(C)C(=O)c2ccc(NC(=O)c3ccccc3F)cc2OC[C@@H](C)N(CC2CCOCC2)C[C@H]1C | 0 | -1 | -28 | -3 | 5 | . | 2.5 | 3
CCCN1[C@@H]2c3ccc(C4=CCCC4)c(=O)n3C[C@@H]2[C@@H](CO)[C@@H]1C(=O)NCCCN(C)C | 6 | 1 | -1 | . | -8 | -3[16.7 µM] | -0.7 | .
O=C(NCCCN1CCOCC1)c1cc(-c2cccs2)on1 | 3 | 0 | -2 | -14 | 6 | . | -1.9 | .
COC(=O)[C@H](CO)NS(=O)(=O)c1ccc(C)cc1 | 24 | -4 | 1 | 4 | -1 | 6 | -2.8 | -8
COc1ccc2c(-c3ccccc3)cc(SCC(=O)N(C)C)nc2c1 | -37 | . | . | -21 | . | . | -5.0 | -1
CCCCCSc1nc2c(cnn2-c2ccccc2)c(=O)[nH]1 | . | -1 | 0 | -1 | -10 | 3 | . | .
CNC(=O)c1cc2cc(OC)ccc2n1CCN(Cc1ccccc1)Cc1ccccc1 | 14 | -5 | 1 | -38 | . | 3 | . | .
C[C@@H]1CN([C@@H](C)CO)C(=O)c2cc(NS(C)(=O)=O)ccc2O[C@@H](C)CCCCO[C@H]1CN(C)Cc1ccccc1 | 5 | . | . | 4 | 36 | 7[16.7 µM] | -0.8 | .
Cc1ccc2c(c1)C1(OCCCO1)C(=O)N2 | -3 | 0 | 2 | -2 | -12 | -4 | -1.2 | 2
COCC(=O)N(C)C[C@@H]1Oc2cc(C#Cc3ccccc3)ccc2S(=O)(=O)N([C@H](C)CO)C[C@@H]1C | 14 | -2 | 0 | -9 | 2 | -6[16.7 µM] | -0.3 | -12
Cc1ccccc1-n1ncc2c1CC(C)(C)CC2NC(=O)CCC(F)(F)F (stereo unspecified) | -8 | 0 | 0 | . | 2 | . | -1.3 | 3
Cc1ccc(-n2ncc(C(=O)N3CCN(C(=O)c4ccco4)CC3)c2C2CCN(C(=O)OC(C)(C)C)CC2)cc1C | 2 | 5 | -9 | -4 | -10 | -11 | 0.2 | 1
C[C@H]1CN([C@@H](C)CO)C(=O)c2cccc(NS(=O)(=O)c3ccc(F)cc3)c2O[C@H]1CN(C)Cc1ccc(C(F)(F)F)cc1 | -19 | -1 | . | ? | 9 | 20[16.7 µM] | 1.4 | -4
O=C(NCCc1ccco1)C(=O)NCC1OCCCN1S(=O)(=O)c1ccc(F)cc1 (stereo unspecified) | -8 | -1 | 1 | -6 | 1 | -3 | 0.2 | 7
CCCNC(=O)NC[C@@H]1[C@@H](c2ccc(C3=CCCC3)cc2)[C@@H](CO)N1C(C)=O | -9 | 0 | -2 | -16 | 12 | 21[16.7 µM] | 1.7 | -3
C/C=C/c1ccc([C@@H]2[C@@H](CO)N(C(=O)COC)[C@@H]2CNC(=O)CC)cc1 | 3 | -2 | 5 | -1 | 13 | -7[16.7 µM] | -5.1 | -12
NC(c1csc(NC(=O)c2cccc(OC(F)(F)F)c2)n1)c1ccccc1Cl (stereo unspecified) | 1 | -1 | 0 | . | -20 | 3 | 5.4 | 13
S=C1SCN(Cc2ccccc2)CN1Cc1ccccc1 | -7 | -2 | -10 | -6 | 4 | . | -1.4 | 1
CC1CCC2(CC1)NC(=O)N(NC(=O)CSc1nnc(NC3CC3)s1)C2=O (stereo unspecified) | . | 0 | -2 | 5 | 10 | -6 | -0.3 | -3
COc1ccc([C@H]2N[C@]3(CCCN(Cc4ccc(Br)cc4)C3=O)[C@H]3C(=O)N(Cc4ccccc4)C(=O)[C@@H]23)cc1 | -12 | -1 | 0 | 4 | 17 | 0 | 3.6 | 1
C[C@H](CO)N1C[C@H](C)[C@H](CN(C)C(=O)C2CCC2)Oc2cc(C#CC3CC3)ccc2S1(=O)=O | -15 | 1 | -1 | -10 | 8 | 4[16.7 µM] | -5.2 | .
CCN(CC)C(=O)c1cccc(-c2csc(C(NC(C)=O)c3cccc(OC)c3)n2)c1 (stereo unspecified) | -16 | -1 | 6 | 7 | 6 | 2 | 1.5 | 0
COCCn1cnnc1SCC(=O)Nc1cccc(S(=O)(=O)N2CCCCCC2)c1 | -7 | -3 | -1 | 0 | . | -3 | -0.8 | 6
COc1ccc(CN(CCC#N)CCC2(c3ccccc3)CC(C)N(C)CC2C)cc1OC (stereo unspecified) | 10 | 1 | -2 | -8 | . | -1 | 1.2 | 7
N#CC1(NC(=O)CSc2nnc(Cc3ccccc3)o2)CCCCC1 | 3 | 2 | 1 | . | 2 | . | 0.5 | -1
COC(=O)C[C@H]1C[C@H]2c3cc(NC(=O)Nc4ccc(F)cc4)ccc3O[C@H]2[C@H](CO)O1 | 3 | 3 | -1 | 6 | 3 | 5[16.7 µM] | 0.9 | -13
Cc1ccc(N=C2C(=S)N(c3ccc(C)cc3)C(=N)N2/N=C/c2ccc(Cl)cc2)cc1 | . | -4 | 10 | 3 | -13 | 62 | . | -6
Cc1ccsc1/C=N/NC(=O)c1nnn(-c2nonc2N)c1CN(C)c1ccccc1 | -11 | 2 | 4 | -2 | -1 | 0 | 0.3 | 2
CC(=O)Nc1ccc2c(c1)C(=O)N(C)[C@@H]1CC[C@@H](CC(=O)NCC3CC3)O[C@H]1CO2 | 0 | 0 | -2 | 3 | 7 | 5[16.7 µM] | -1.7 | -15
CCCNC(=O)C1(C)CCN1C(=O)C/C=C/c1ccccc1 (stereo unspecified) | -25 | 5 | -1 | 6 | 6 | -1 | -0.3 | 7
CCCc1cn(CC[C@@H]2CC[C@H](NC(=O)C3CCOCC3)[C@@H](CO)O2)nn1 | -5 | 4 | 0 | -7 | 3 | . | 4.8 | -18
Cc1ccc(S(=O)(=O)N[C@@H]2C=C[C@@H](CC(=O)NC3CCCCC3)O[C@@H]2CO)cc1 | -7 | -1 | 2 | -10 | 0 | . | -2.3 | 1
O=C(NCC(c1ccco1)N1CCOCC1)c1ccc(Cl)cc1 (stereo unspecified) | 7 | -3 | 2 | . | . | . | -2.7 | 8
COc1ccccc1S(=O)(=O)Nc1cc(C)nn1-c1ccc(C)cc1 | 3 | 4 | -1 | . | 1 | . | -4.1 | -2
N#Cc1c(SCC(=O)N2CCCCC2)nsc1SCC(=O)N1CCCCC1 | . | -1 | -2 | 1 | . | -10 | . | -1
O=C(O)CN1C(=O)c2cccc(Oc3ccc(Cl)cc3)c2C1=O | . | 1 | 0 | 11 | 8 | 1 | . | 12
Cn1c(C(=O)N[C@@H](C(=O)O)c2ccccc2)cc2cc(Cl)ccc21 | 2 | -5 | -1 | 5 | 22 | 4 | -2.4 | -6
